KB-3-1 tox: kills parental KB-3-1 adenocarcinoma cells; 400,000 compounds, 1.4% hits; Potency, µM (top dose mostly 46.1 µM), for inactives: at the highest dose activity change, negative = cytotoxic, hits mostly cytotoxic; KB-3-1 viability, CellTiter-Glo ATP luminescence, 72 h; note: % is set by controls: 0 for no effect and ±100 for the full control effect; nearly all actives have a fitted effect of over 60% in size
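Parental KB-3-1 viability, qHTS format: 72 h compound exposure, 37 °C; CellTiter-Glo; media-only wells and DMSO plates as controls; concentration-effect fits on corrected data.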
SW480 rereplic: inducers of DNA re-replication in SW480 colon cancer cells; SW480 DNA re-replication, Hoechst DNA content imaging, 48 h; 340,000 compounds, 1.8% hits; Potency, µM (series often up to 46.1 µM), without a hit: at the highest dose re-replication activation, actives largely listed as activators; AID 624297; note: % of control where 0% means no effect; nearly all actives have a fitted effect of over 55% in size
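Compounds, transferred as 23 nL by pin tool, were incubated with cells for 48 hr; DNA content per nucleus was then quantified by Hoechst staining and fluorescence plate imaging.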
HT1080NT lethal: kills 2HG-producing HT-1080-NT fibrosarcoma cells; HT-1080-NT fibrosarcoma viability, CellTiter-Glo ATP luminescence, 48 h; Potency, µM (titrated, usually from 46.1 µM), for the others: at the top dose activity, negative = less viability, most hits filed as cytotoxic; 360,000 compounds, 1.6% hits;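 note: NT is the 2HG producing partner of a matched IDH1 knockdown line; 0% = DMSO-treated cells and -100% = media-only wells without cells; nearly all actives have a fitted effect of over 55% in size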
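HT-1080-NT; 750 cells/well; 5% FBS RPMI; 48 h compound, 37 degrees C; CellTiter-Glo luminescence; curve fitting and curve-class assignment.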
GLP-1R agonist: agonists of human GLP-1 receptor | P43220 | HEK293 GLP-1R CRE-luciferase, luminescence, 4-6 h; cells express a hypersensitive GLP-1R form | Potency, µM (titrated, usually from 45.6 µM), without a hit: at the top dose activation, most hits filed as activators | 380,000 compounds, 0.007% hits | AID 624172; note: % of control where 0% means no effect
Target sequence (P43220 whole entry, looked up): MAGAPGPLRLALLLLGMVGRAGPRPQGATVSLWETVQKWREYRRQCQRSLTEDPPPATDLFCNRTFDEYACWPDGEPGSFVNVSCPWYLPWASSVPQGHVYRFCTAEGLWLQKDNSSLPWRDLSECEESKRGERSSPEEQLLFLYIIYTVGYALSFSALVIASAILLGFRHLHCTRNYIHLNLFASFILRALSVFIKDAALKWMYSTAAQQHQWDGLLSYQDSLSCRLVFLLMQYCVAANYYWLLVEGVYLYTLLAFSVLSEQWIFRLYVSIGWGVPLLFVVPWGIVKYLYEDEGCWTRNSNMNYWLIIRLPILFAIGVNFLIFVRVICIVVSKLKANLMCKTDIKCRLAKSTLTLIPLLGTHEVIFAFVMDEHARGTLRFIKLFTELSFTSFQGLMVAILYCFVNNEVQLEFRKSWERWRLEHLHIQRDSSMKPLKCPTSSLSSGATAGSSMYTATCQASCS
KB-V1 MDR tox: KB-V1 MDR subline cytotoxicity; Potency, µM (highest dose often 46.1 µM), for the others: top-dose activity change, negative = cytotoxicity, usual class: cytotoxic; KB-V1 MDR cells viability, CellTiter-Glo, 72 h; 400,000 compounds, 3.4% hits; note: % is set by controls: 0 for no effect and ±100 for the full control effect; nearly all actives have a fitted effect of over 60% in size
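Following 72 h at 37 degrees C with compound, KB-V1 cell viability was read by CellTiter-Glo luminescence, medium being phenol-red-free DMEM plus 10% FBS; concentration-response parameters came from normalized, curve-fitted qHTS data.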
GLP-1R inv ag: inverse agonists of human GLP-1 receptor. P43220. HEK293 GLP-1R CRE-luciferase, luminescence, 24 h; GLP-1R form is constitutively active. Potency, µM (top dose mostly 38.3 µM), for the others: top-dose activity change, negative = inhibition, hits mostly inhibitors. 410,000 compounds, 1.6% hits; note: % is set by controls: 0 for no effect and ±100 for the full control effect; nearly all actives have a fitted effect of over 55% in size
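Using stably transfected HEK293 (constitutively active GLP-1R, cAMP-luciferase reporter), compounds were incubated 24 hr and luciferase measured by luminescence.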
HEK293 tox: cytotoxic in the GLP-1 receptor inverse agonist counter-screen; HEK293 cAMP-luciferase reporter cells, luminescence, 24 h; Potency, µM (doses to about 38.3 µM), inactives show at the highest dose activity change, negative = inhibition, hits mostly inhibitors; 410,000 compounds, 0.13% hits; AID 624418;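 note: loss of luciferase light is scored as toxicity; % is set by controls: 0 for no effect and ±100 for the full control effect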
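Luminescence readout: signal drop marks cytotoxicity. Plated cells grew 12 h at 37 °C, 5% CO2, received 23 nL compound for 24 h, then got luciferase reagent, read after 12 min at RT.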
HT1080 IDH1KD tx: kills HT-1080 cells with IDH1 knockdown; HT-1080 IDH1 knockdown viability, ATP luminescence, 48 h; Potency, µM (highest dose often 46.1 µM), inactives show at the highest dose activity, negative = toxicity, hits mostly cytotoxic; 360,000 compounds, 2% hits; AID 686971;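 note: 0% = DMSO wells and -100% = cell-free medium wells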
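Cytotoxicity counter-line: IDH1KD HT-1080, 48 h, CellTiter-Glo. Curves classed by r2, magnitude and activity.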
TDP-43 yeast inh: TDP-43 toxicity inhibition in yeast; AID 652104; Potency, µM (top dose mostly 46.1 µM), inactives show at the top dose growth rescue (activation), most hits filed as activators; TDP-43 expressing yeast growth rescue, BacTiter-Glo, 24 h; 410,000 compounds, 1.8% hits; note: % of control where 0% means no effect; nearly all actives have a fitted effect of over 50% in size
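Cell-based yeast growth screen: TDP-43 expression induced in galactose, inoculum OD600=0.02 after raffinose pregrowth to mid-log. Read-out BacTiter-Glo luminescence at 24 hr, 30 deg C; inhibition of toxicity seen as signal increase.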
* hit, by the source's call; ? = inconclusive; / = not tested or not shown; & = joins results of further samples; [ ] = dose if it differs, or a comment. Calls come from the whole dose curve; as a rule, active = well fitted curve in the direction sought with a large enough effect; inconclusive = small, poorly fitted or top-dose-only effect, or another doubt; inactive = no such curve, though single readings can be large; an effect the other way counts as inactive or inconclusive. Potency is the fitted concentration of half-maximal effect.

molecule | KB-3-1 tox | SW480 rereplic | HT1080NT lethal | GLP-1R agonist | KB-V1 MDR tox | GLP-1R inv ag | HEK293 tox | HT1080 IDH1KD tx | TDP-43 yeast inh
CC(=O)Nc1ccc(C(=O)N2c3ccccc3N=C(c3ccc4c(c3)OCO4)C2C(=O)NCc2ccccc2)cc1 (stereo not drawn) | -5% | / | -10% | / | ? | 21% | 24% | -13% | 7%
Cc1ccc(C(=O)C2CCN(C(=S)NCCCOC(C)C)CC2)cc1 | -22% | 15µM* | -9% | 1% | -17% | ? | -12% | -9% | 0%
NNC(=O)c1sc2nc(N3CCOCC3)c3c(c2c1N)CCCC3 | -17% | 16µM* | -4% | 19% | -11% | 64%[activator] | -10% | -28% | 18%
Nc1nnc(COc2cccc(C(F)(F)F)c2)s1 | 1% | -5% | 5% | 14% | 0% | 0% | 4% | 2% | 25%
Cc1ccc(S(=O)(=O)NNC(=O)c2ccc3ccccc3n2)cc1 | -3% | -1% | 10% | 11% | -16% | -6% | 4% | -3% | 27%
O=C1NCC(COc2ccc(Cl)cc2)O1 (stereo not drawn) | 2% | -2% | 13% | 11% | -16% | -28% | -9% | -3% | -13%[0.397 µM]
O=C(C1CCC1)N1CCN(S(=O)(=O)c2cc(F)ccc2F)CC1 | 12% | -3% | 5% | -9% | 0% | 10% | 1% | 1% | ?
O=C(COC(=O)c1ncc(Cl)c(Cl)c1Cl)Nc1cccnc1Cl | -1% | -6% | -6% | -7% | 10% | 15% | -6% | -5% | 15%
Cc1csc(NC(=O)CSc2nc(=O)n(CCCN(C)C)c3c2CCC3)n1 | -3% | -6% | 0% | -11% | 10% | -16% | 12% | 5% | 1%
CC(C)c1cccc(C(C)C)c1NC(=O)CN1C(=O)NC2(CCCCCCC2)C1=O | 9% | -4% | 3% | -8% | ? | 12% | 5% | 3% | 8%
O=C(COc1ccc(Cl)cc1)NCc1ccccc1 | -1% | 8% | 8% | -3% | -6% | 21% | -9% | 7% | -3%
O=C(N1CCOCC1)C(F)(F)C(=O)N1CCOCC1 | -13% | 1% | -3% | 2% | -16% | 11% | 14% | -1% | -4%
CCOC(=O)C1CCN(C(=O)CN(C)S(=O)(=O)c2cc(C)ccc2OC)CC1 | 3% | 2% | 11% | -16% | 23µM* | ? | 2% | -16% | -6%
C/C(=N\NC(=O)c1csc(C)c1C)c1ccco1 | -15% | -10% | -9% | -8% | ? | 0% | -4% | -2% | 11%
COC(=O)c1ccc(CNC(=O)c2coc3ccccc3c2=O)cc1 | 4% | -48%[inhibitor] | 0% | -3% | 1% | -3% | 9% | -12% | -10%

Reformatted: 14 of the compounds above.
Every second line gives: KB-3-1 tox	SW480 rereplic	HT1080NT lethal	GLP-1R agonist	KB-V1 MDR tox	GLP-1R inv ag	HEK293 tox	HT1080 IDH1KD tx	TDP-43 yeast inh
- Cc1ccc(C(=O)C2CCN(C(=S)NCCCOC(C)C)CC2)cc1
 : -22%	15µM*	-9%	1%	-17%	?	-12%	-9%	0%
- NNC(=O)c1sc2nc(N3CCOCC3)c3c(c2c1N)CCCC3
 : -17%	16µM*	-4%	19%	-11%	64%[activator]	-10%	-28%	18%
- Nc1nnc(COc2cccc(C(F)(F)F)c2)s1
 : 1%	-5%	5%	14%	0%	0%	4%	2%	25%
- Cc1ccc(S(=O)(=O)NNC(=O)c2ccc3ccccc3n2)cc1
 : -3%	-1%	10%	11%	-16%	-6%	4%	-3%	27%
- O=C1NCC(COc2ccc(Cl)cc2)O1 (stereo not drawn)
 : 2%	-2%	13%	11%	-16%	-28%	-9%	-3%	-13%[0.397 µM]
- O=C(C1CCC1)N1CCN(S(=O)(=O)c2cc(F)ccc2F)CC1
 : 12%	-3%	5%	-9%	0%	10%	1%	1%	?
- O=C(COC(=O)c1ncc(Cl)c(Cl)c1Cl)Nc1cccnc1Cl
 : -1%	-6%	-6%	-7%	10%	15%	-6%	-5%	15%
- Cc1csc(NC(=O)CSc2nc(=O)n(CCCN(C)C)c3c2CCC3)n1
 : -3%	-6%	0%	-11%	10%	-16%	12%	5%	1%
- CC(C)c1cccc(C(C)C)c1NC(=O)CN1C(=O)NC2(CCCCCCC2)C1=O
 : 9%	-4%	3%	-8%	?	12%	5%	3%	8%
- O=C(COc1ccc(Cl)cc1)NCc1ccccc1
 : -1%	8%	8%	-3%	-6%	21%	-9%	7%	-3%
- O=C(N1CCOCC1)C(F)(F)C(=O)N1CCOCC1
 : -13%	1%	-3%	2%	-16%	11%	14%	-1%	-4%
- CCOC(=O)C1CCN(C(=O)CN(C)S(=O)(=O)c2cc(C)ccc2OC)CC1
 : 3%	2%	11%	-16%	23µM*	?	2%	-16%	-6%
- C/C(=N\NC(=O)c1csc(C)c1C)c1ccco1
 : -15%	-10%	-9%	-8%	?	0%	-4%	-2%	11%
- COC(=O)c1ccc(CNC(=O)c2coc3ccccc3c2=O)cc1
 : 4%	-48%[inhibitor]	0%	-3%	1%	-3%	9%	-12%	-10%

Continued:
molecule | KB-3-1 tox | SW480 rereplic | HT1080NT lethal | GLP-1R agonist | KB-V1 MDR tox | GLP-1R inv ag | HEK293 tox | HT1080 IDH1KD tx | TDP-43 yeast inh
CCOC(=O)C1=C(CC)Nc2ccccc2N/C1=N\S(=O)(=O)c1ccc2ccccc2c1 | -11% | 22% | 18µM* | 0% | 6% | ? | -22% | 15µM* | -35%[inhibitor]
O=C1/C(=C/c2cccc(Cl)c2)CSc2sccc21 | 5% | -8% | -19% | 3% | -5% | ? | 16% | 0% | 21%
O=C(NC1CCN(Cc2cccc([N+](=O)[O-])c2)CC1)c1ccccc1 | -6% | -13% | 1% | -5% | 24% | 2% | 1% | -7% | 9%
CC(=O)C(C(C)=O)C1(O)C(=O)c2ccccc2C1=O | -4% | 0% | -12% | -4% | 7% | 4% | 5% | 1% | -17%
Cn1nccc1C(=O)Nc1ccc(S(=O)(=O)N2CCCC2)cc1 | 14% | -1% | -2% | 6% | -7% | 17% | -12% | -1% | 2%
COc1cc(OC)cc(-c2oc(=O)c3cc(OC)c(OC)cc3c2/C=C/c2ccc(F)cc2)c1 | -11% | -35%[inhibitor][9.22 µM] | -2% | 0% | 2% | 4% | 1% | -12% | -2%
c1ccc(Cn2c(CNc3nc4ccccc4n3CCN3CCCCC3)nc3ccccc32)cc1 | 0% | ? | 21µM* | -12% | ? | ? | ? | 23µM* | -3%
O=C(CN(CCO)Cc1ccccc1)N1CCN(S(=O)(=O)c2ccccc2)CC1 | 0% | / | -1% | 2% | 18% | 9% | 5% | -1% | 2%
Cc1ccc(C2CC(c3cccc(Br)c3)n3nc(N)nc3N2)cc1 (stereo not drawn) | 1% | -5% | 3% | 9% | 7% | -21% | 1% | 1% | 18%
Cc1ccccc1-c1cc(C(=O)Nc2nc3c(s2)CCCC3)c2ccccc2n1 | -19% | -2% | -2% | -12% | 4% | 0% | 13% | ? | 3%
O=C(/C=C/c1ccco1)N(c1ccccn1)c1ccccn1 | 9% | 11% | 2% | 2% | 1% | 6% | 21% | 8% | 14%
CCN(C(=O)CSc1nc2ccccc2n1Cc1cc(C)ccc1C)c1ccccc1 | -5% | / | / | / | -1% | 4% | 5% | / | 14%
Cc1ccccc1/C=c1\s/c(=C\C(=O)C(C)(C)C)[nH]c1=O | ? | ? | ? | -7% | ? | ? | ? | ? | 9%
COCc1c(C(=O)N/N=C/c2ccco2)nnn1-c1nonc1N | 20% | -7% | 19% | -1% | 4% | 10% | 2% | 11% | 26%
CC1CCC2(CC1)NC(=O)N(NC(=O)C1CCN(C(=O)c3ccc(Cl)cc3)CC1)C2=O (stereo not drawn) | -21% | -259%[inhibitor] | 1% | 11% | 19% | ? | -5% | -6% | -12%
O=S(=O)(Nc1ccc(Cc2ccncc2)cc1)c1ccc(Cl)cc1 | -22% | 0% | -3% | 10% | 9% | -6%[7.66 µM] | 10%[7.66 µM] | -47% | 8%[9.22 µM]
CNC(=O)/C(C#N)=C/c1c(N2CCN(c3cccc(Cl)c3)CC2)nc2c(C)cccn2c1=O | -9% | 0% | 15% | 12% | -13% | 10% | 20% | 0% | -4%
Cc1cc2ncn(CC(O)COC3CCCCC3)c2cc1C (stereo not drawn) | 1% | -6% | -22% | -18% | -7% | -19% | -6% | -13% | 8%
Cn1c(N=NC(=O)c2ccccc2)c(O)c2ccccc21 | -17% | -6% | -23% | 7% | -19% | ? | ? | -23% | ?
Clc1ccc(-c2noc(CN(Cc3ccccn3)CC3CCCO3)n2)cc1 (stereo not drawn) | -5% | 1% | -10% | 12% | ? | ? | 4% | -4% | -11%
CCNc1nnc(CSc2nc3ccccc3s2)s1 | 4% | 0% | -18% | ? | 0% | 0% | -22% | -7% | 18%
Cc1ccc(NC(=O)Cn2nc(C)c(S(=O)(=O)N(C)C)c2C)cc1 | -11% | 0% | 22% | -7% | -27% | -3% | 2% | 0% | 12%
O=C(Cn1cc(C(F)(F)F)ccc1=O)NCC1CCCO1 (stereo not drawn) | 0% | -33%[inhibitor] | 0% | -8% | 18% | 15% | 14% | 10% | -10%
O=C(O)c1cnc(-c2ccccc2)nc1C(F)(F)F | 4% | -3% | 2% | -2% | -19% | 5% | -4% | -1% | -26%
CCCn1c(=O)c(C(=O)NNS(=O)(=O)c2ccc(NC(=O)OC)cc2)c(O)c2ccccc21 | 27% | ? | 10% | 6% | 0% | 10% | -4% | 2% | -9%
CCOc1ccc(OCC)c(NS(=O)(=O)c2c(C(=O)N3CCCCCC3)c(C)n(C)c2C)c1 | 10% | / | / | / | 19% | 7% | -3% | / | 17%
CCCCCCCCOc1ccc(C(=O)O)cc1 | 0% | -3% | -27% | -2% | -2% | 27% | 5% | -13% | 15%
Cc1ccccc1S(=O)(=O)Cc1ccc(C(=O)NC2CCC(C)CC2)o1 (stereo not drawn) | -5%&3% | 14% | 15% | 2% | -15%&-17% | ? | -5%&-13% | 11% | 22%&15%
